SENP1 FRET inh: inhibitors of human SENP1 SUMO protease catalytic domain; Q9P0U3; recombinant SENP1 catalytic domain, CyPet-SUMO1-YPet FRET cleavage; inhibition, % at 10 µM; 360,000 tested, 0.21% active; AID 624204;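 active = inhibition at least 30% at 10 µM, raw YFP signal under a set limit, fluorescence ratio 0.5 to 1.5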;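 also: 0% = enzyme with DMSO and 100% = no enzyme wells; some results filed as inactive read as strong as hits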
Target sequence (Q9P0U3 419-644 limits assumed): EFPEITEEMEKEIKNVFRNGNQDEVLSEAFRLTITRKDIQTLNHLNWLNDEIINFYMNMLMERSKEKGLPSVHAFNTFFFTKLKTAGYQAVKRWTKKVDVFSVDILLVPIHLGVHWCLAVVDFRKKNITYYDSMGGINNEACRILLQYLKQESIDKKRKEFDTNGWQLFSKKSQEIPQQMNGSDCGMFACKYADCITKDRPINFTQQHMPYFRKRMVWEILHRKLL
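Material: hSENP1 catalytic domain, recombinant; medium: Tris pH 8 with BME, BSA, NP40 and catalase; compound: single concentration of 10 µM compound, 0.5% DMSO final; technique: FRET read of cyan and yellow fluorescence; timing: 50 min enzyme reaction, room temperature, light-protected; reagent: SFCypet-SUMO1-SFYpet substrate at 25 nM; control set: no-enzyme low, enzyme-DMSO high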
SENP6 block: inhibitors of human SENP6 protease; Q9GZR1; Recombinant SENP6 catalytic domain, aminoluciferin luminescence; inhibition, % at 10 µM; 330,000 tested, 1.8% active;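 active = inhibition above about 50% at the single tested dose, limit read from the data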;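 also: plate controls were DMSO wells with enzyme for no effect and DMSO wells lacking enzyme for full effect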
PfG6PD inh: PfG6PD (Plasmodium falciparum) enzyme inhibition; PfGluPho enzyme, NADPH resazurin-diaphorase fluorescence; inhibition, % at 20 µM; 350,000 tested, 0.78% active; AID 504690;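 active = inhibition reaching at least a set limit at 20 µM in the primary screen, cut at about 59% in these data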;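 also: 0% = DMSO wells with substrate and 100% = DMSO wells lacking glucose-6-phosphate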
MPTP block: permeability transition pore inhibition | isolated mouse mitochondria, Ca2+ swelling absorbance, 30 min | 360,000 tested, 1.4% active | AID 602449 | inhibition, % at 10 µM;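 active = inhibition of 50% or more, scaled per plate between neutral and stimulator controls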;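 also: 0% = DMSO wells given calcium and 100% = 1 mM EGTA wells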
hIAP activ: human IAP activation. purified human IAP, CDP-Star luminescence, 30 min; hits give high values; 1 = vehicle-only enzyme, 0 = enzyme-free background. P09923. activation factor at 10 µM. 330,000 tested, 0.16% active;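 active = activation factor of the enzyme at least 2-fold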; also: the source names both 10 and 20 µM as test concentration; values of inactives mirror those of a sister screen read the other way
Target sequence (P09923 whole entry, looked up): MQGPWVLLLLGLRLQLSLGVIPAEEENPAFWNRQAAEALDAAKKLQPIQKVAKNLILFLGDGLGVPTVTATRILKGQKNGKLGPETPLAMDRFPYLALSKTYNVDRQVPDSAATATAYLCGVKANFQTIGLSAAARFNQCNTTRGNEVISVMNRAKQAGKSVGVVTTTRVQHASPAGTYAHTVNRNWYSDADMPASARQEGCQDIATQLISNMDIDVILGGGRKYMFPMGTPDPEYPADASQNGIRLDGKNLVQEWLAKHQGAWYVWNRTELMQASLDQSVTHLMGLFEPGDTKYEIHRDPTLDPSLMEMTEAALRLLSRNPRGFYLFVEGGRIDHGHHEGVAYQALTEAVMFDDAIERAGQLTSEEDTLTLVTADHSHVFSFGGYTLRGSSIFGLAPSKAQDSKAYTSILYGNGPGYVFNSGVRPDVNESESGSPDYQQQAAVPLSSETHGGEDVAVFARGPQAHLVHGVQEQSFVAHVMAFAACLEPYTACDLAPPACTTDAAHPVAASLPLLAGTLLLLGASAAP
ATG4B inhibitor: blocks human ATG4B protease cleavage of LC3 substrate | Q9Y4P1 | ATG4B cleavage of LC3-PLA2, NBD-HPC fluorescence, 1 h | inhibition, % at 8.33 µM | 340,000 tested, 0.51% active; in the data active = inhibition above about 40%
GRIN3A LBD mod: modulates the human NR3A ligand-binding domain; NR3A LBD differential scanning fluorimetry, Tm shift; 0% = protein alone, 100% = glycine-bound protein; Tm shift relative to glycine control, % at 25 µM; 340,000 tested, 2.5% active;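 active = melting temperature shift of at least 10% of the positive control shift, at one fixed dose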
SENP8 block: inhibitors of human SENP8 protease | AID 602440 | 360,000 tested, 0.64% active | Q96LD8 | inhibition, % at 20 µM | recombinant SENP8, Nedd8 substrate fluorescence; in the data active = inhibition mostly above about 40%, no sharp cut-off; inactive = mostly below about 27%
Target sequence (Q96LD8 whole entry, looked up): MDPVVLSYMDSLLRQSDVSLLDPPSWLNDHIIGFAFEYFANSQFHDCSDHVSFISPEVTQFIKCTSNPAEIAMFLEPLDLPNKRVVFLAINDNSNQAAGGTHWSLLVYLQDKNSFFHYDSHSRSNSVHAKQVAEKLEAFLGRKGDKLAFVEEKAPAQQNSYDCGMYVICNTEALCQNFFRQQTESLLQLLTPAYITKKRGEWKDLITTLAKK
* hit, by the source's call.

COc1ccc(NS(=O)(=O)c2ccc(NC(=O)CCNS(=O)(=O)c3ccc(C)cc3)cc2)cc1 was read as SENP1 FRET inh 2, SENP6 block 18, PfG6PD inh 1, MPTP block 3.2, hIAP activ 1, ATG4B inhibitor -34, GRIN3A LBD mod 10* and SENP8 block 13.
Screening COc1ccccc1CNC(=O)[C@@H]1CCCN1S(=O)(=O)c1ccc(Cl)cc1 returned SENP1 FRET inh 0, SENP6 block 41, PfG6PD inh 6, MPTP block -0.4, hIAP activ 0.89, ATG4B inhibitor -3, GRIN3A LBD mod -2 and SENP8 block -4.
`Cc1cc2c(=O)n(Cc3ccco3)c(SCC(=O)NCc3ccco3)nc2s1` gave SENP1 FRET inh -4, SENP6 block 1, PfG6PD inh 10, MPTP block 1.1, hIAP activ 0.97, ATG4B inhibitor 0, GRIN3A LBD mod -1 and SENP8 block -2.
For Cc1ccc(OCCC(=O)OCC(=O)N2c3ccccc3NC(=O)C2(C)C)cc1 the results were SENP1 FRET inh 0, SENP6 block -8, PfG6PD inh 9, MPTP block 1.6, hIAP activ 1.1, ATG4B inhibitor -8, GRIN3A LBD mod 1 and SENP8 block 5.
Screening Cc1ccc(C)c(NC(=O)c2ccc(N(C)S(C)(=O)=O)cc2)c1 returned SENP1 FRET inh 0, SENP6 block 9, PfG6PD inh 7, MPTP block -0.3, hIAP activ 0.89, ATG4B inhibitor -6, GRIN3A LBD mod 2 and SENP8 block 13.
`CC(C)NC(=O)N(C)C[C@@H]1Oc2c(NC(=O)Nc3ccccc3)cccc2C(=O)N([C@H](C)CO)C[C@H]1C` gave SENP1 FRET inh 1, SENP6 block 5, PfG6PD inh -2, MPTP block 5.5, hIAP activ 0.96, ATG4B inhibitor -6, GRIN3A LBD mod 0 and SENP8 block 0.
For CCOC(=O)CNC(=O)CSc1nc2nc(C)c(Br)cc2[nH]1 the results were SENP1 FRET inh -2, SENP6 block 2, PfG6PD inh -23, MPTP block 2.4, hIAP activ 0.86, ATG4B inhibitor 1, GRIN3A LBD mod 0 and SENP8 block 10.
`O=C(Nc1ccc(F)c(F)c1)C1CCCN(S(=O)(=O)c2cnc[nH]2)C1` (configuration not stated) gave SENP1 FRET inh 4, SENP6 block -2, PfG6PD inh 15, MPTP block -2.1, hIAP activ 0.97, ATG4B inhibitor -6, GRIN3A LBD mod 2 and SENP8 block 11.
Screening CCCCc1nc(NCc2ccccc2)c(C#N)c2c1CCCC2 returned SENP1 FRET inh -5, SENP6 block 3, PfG6PD inh 24, MPTP block 5.4, hIAP activ 1, ATG4B inhibitor -5, GRIN3A LBD mod 0 and SENP8 block -362.
Screening CC(=O)N1CCc2c(sc(NC(=O)c3ccc4c(c3)OCCO4)c2C#N)C1 returned SENP1 FRET inh -42, SENP6 block 37, PfG6PD inh 28, MPTP block 1.1, hIAP activ 1.2, ATG4B inhibitor -7, GRIN3A LBD mod -3 and SENP8 block -379.
For CCOC(=O)c1cnc(-n2nc(C)cc2C)nc1N1CC(C)OC(C)C1 (configuration not stated) the results were SENP1 FRET inh 2, SENP6 block -9, PfG6PD inh -3, MPTP block -0.8, hIAP activ 1.4, ATG4B inhibitor -5, GRIN3A LBD mod 1 and SENP8 block 16.
`Cc1ccc(S(=O)(=O)N2CCCC2=O)c(C)c1N(C)S(C)(=O)=O` gave SENP1 FRET inh 0, SENP6 block 13, PfG6PD inh 3, MPTP block 0.7, hIAP activ 0.98, ATG4B inhibitor -6, GRIN3A LBD mod -1 and SENP8 block 14.
N#C/C(=C\C=C\c1ccccc1[N+](=O)[O-])C(=O)NC1CCCCC1 was read as SENP1 FRET inh -77, SENP6 block -1, PfG6PD inh 18, MPTP block 0.5, hIAP activ 0.94, ATG4B inhibitor -1, GRIN3A LBD mod -4 and SENP8 block 8.
`COc1cc(OC)c2cc(C(=O)N[C@@H](Cc3ccccc3)C(=O)O)n(C)c2c1` gave SENP1 FRET inh 0, SENP6 block 13, PfG6PD inh -26, MPTP block -0.7, hIAP activ 0.95, ATG4B inhibitor 2, GRIN3A LBD mod -1 and SENP8 block -205.
Screening Cc1cc(C(=O)CN2C(=O)c3cccc(N)c3C2=O)c(C)n1Cc1cccs1 returned SENP1 FRET inh -18, SENP6 block -20, PfG6PD inh 5, MPTP block -1.3, hIAP activ 0.97, ATG4B inhibitor -9, GRIN3A LBD mod -6 and SENP8 block -488.
CCCCn1c(N)c(N(CC(C)C)C(=O)C2CCC2)c(=O)[nH]c1=O was read as SENP1 FRET inh 0, SENP6 block 15, PfG6PD inh -9, MPTP block -1.0, hIAP activ 0.88, ATG4B inhibitor 1, GRIN3A LBD mod -2 and SENP8 block 4.
Screening Cc1cc(C(=O)N2CCN(C/C=C/c3ccccc3)CC2)no1 returned SENP1 FRET inh -1, SENP6 block 0, PfG6PD inh -5, MPTP block 0.1, hIAP activ 0.95, ATG4B inhibitor 6, GRIN3A LBD mod 4 and SENP8 block 6.
C(=C\N1CCCCCC1)/c1nnnn1-c1ccc(-c2ccccc2)cc1 was read as SENP1 FRET inh -14, SENP6 block 25, PfG6PD inh -1, MPTP block 13, hIAP activ 0.81, ATG4B inhibitor 2, GRIN3A LBD mod 2 and SENP8 block -309.
`CCN1CCN(CCNC(=O)CCCn2nc(C)c3c(C)n(-c4ccc(C)cc4)nc3c2=O)CC1` gave SENP1 FRET inh -1, SENP6 block 7, PfG6PD inh -12, MPTP block -0.4, hIAP activ 1.2, ATG4B inhibitor 3, GRIN3A LBD mod -3 and SENP8 block 8.
`O=S(=O)(Nc1ccc(-c2nc3cccnc3s2)cc1)c1cc(F)ccc1F` gave SENP1 FRET inh -122, SENP6 block 59*, PfG6PD inh -16, MPTP block 6.0, hIAP activ 1.1, ATG4B inhibitor -13, GRIN3A LBD mod 0 and SENP8 block -443.
CSc1cc(-c2ccc(Cl)cc2)[nH]c(=O)c1C#N was read as SENP1 FRET inh -4, SENP6 block -12, PfG6PD inh -9, MPTP block 1.0, hIAP activ 0.99, ATG4B inhibitor 2, GRIN3A LBD mod -1 and SENP8 block -419.
For CC(=O)N1CCc2c(sc3c2c(=O)n(-c2ccccc2)c(=O)n3CC(=O)NCC2CCCO2)C1 (configuration not stated) the results were SENP1 FRET inh -5, SENP6 block -6, PfG6PD inh 17, MPTP block -1.8, hIAP activ 1.1, ATG4B inhibitor 0, GRIN3A LBD mod -1 and SENP8 block 0.
For COc1ccc(N(S(=O)(=O)c2ccccc2)S(=O)(=O)c2ccccc2)c(N)c1 the results were SENP1 FRET inh 1, SENP6 block 6, PfG6PD inh 19, MPTP block -0.9, hIAP activ 1, ATG4B inhibitor -13, GRIN3A LBD mod -4 and SENP8 block 12.
`CN(Cc1ccco1)C(=O)C(Cc1ccccc1)NS(=O)(=O)c1ccc2c(c1)CCC(=O)N2` (configuration not stated) gave SENP1 FRET inh 1, SENP6 block -1, PfG6PD inh 20, MPTP block 0.1, hIAP activ 1, ATG4B inhibitor -5, GRIN3A LBD mod -1 and SENP8 block 8.
For O=C(CSc1nccn(-c2cccc(F)c2)c1=O)Nc1ccc(Cl)cc1F the results were SENP1 FRET inh -4, SENP6 block -13, PfG6PD inh 7, MPTP block -0.3, hIAP activ 0.97, ATG4B inhibitor -5, GRIN3A LBD mod 0 and SENP8 block -303.
CCn1c(SCC(=O)N/N=C/c2ccccc2OCC(=O)O)nnc1-c1ccc(C(C)(C)C)cc1 was read as SENP1 FRET inh 2, SENP6 block -5, PfG6PD inh -7, MPTP block -0.1, hIAP activ 1, ATG4B inhibitor -7, GRIN3A LBD mod -1 and SENP8 block 39.
`COC(=O)C1CCN(C(=O)c2ccc3nc(-c4cccc(OC)c4)oc3c2)CC1` gave SENP1 FRET inh 0, SENP6 block 6, PfG6PD inh 13, MPTP block -1.8, hIAP activ 1, ATG4B inhibitor -5, GRIN3A LBD mod -1 and SENP8 block -10.
Screening CSc1cccc(NC(=O)c2ccc(CN3CCc4ccccc4C3)cc2)c1 returned SENP1 FRET inh 0, SENP6 block 28, PfG6PD inh 6, MPTP block 0.5, hIAP activ 0.99, ATG4B inhibitor -1, GRIN3A LBD mod -3 and SENP8 block 15.
Screening CC1(C)S[C@@H]2[C@H](NC(=O)C(C(=O)O)c3ccccc3)C(=O)N2[C@H]1C(=O)O (some centres not stated) returned SENP1 FRET inh 0, SENP6 block -3, PfG6PD inh -1, MPTP block -1.5, hIAP activ 0.92, ATG4B inhibitor -4, GRIN3A LBD mod 1 and SENP8 block 2.
Cc1ccc(C(=O)N/C(=C\c2ccco2)C(=O)NCc2cccnc2)cc1 was read as SENP1 FRET inh -3, SENP6 block -10, PfG6PD inh 2, MPTP block -0.5, hIAP activ 0.94, ATG4B inhibitor -2, GRIN3A LBD mod 2 and SENP8 block 4.
For CCOC(=O)c1nc(Nc2ccccc2CC)c2ccccc2n1 the results were SENP1 FRET inh 1, SENP6 block -8, PfG6PD inh 9, MPTP block -1.2, hIAP activ 1.2, ATG4B inhibitor -10, GRIN3A LBD mod -10 and SENP8 block 0.
For CCCOC(=O)c1ccc(NC(=O)c2cnccn2)cc1 the results were SENP1 FRET inh -3, SENP6 block 3, PfG6PD inh -8, MPTP block -0.7, hIAP activ 0.91, ATG4B inhibitor -8, GRIN3A LBD mod -4 and SENP8 block -4.
For Cn1ccc(/C=N/N=C2/NC(=O)CS2)n1 the results were SENP1 FRET inh 1, SENP6 block 1, PfG6PD inh 13, MPTP block -1.7, hIAP activ 1.2, ATG4B inhibitor -2, GRIN3A LBD mod 0 and SENP8 block 22.
COc1ccc(CCNC(=O)c2cc(-c3ccc(Cl)c(Cl)c3)oc2C)cc1 was read as SENP1 FRET inh 0, SENP6 block -7, PfG6PD inh -2, MPTP block 91*, hIAP activ 0.93, ATG4B inhibitor -5, GRIN3A LBD mod 5 and SENP8 block 9.
Screening CN(C)/C=C(\C(=O)c1ccccc1)c1nnnn1-c1ccc(F)cc1 returned SENP1 FRET inh -1, SENP6 block -13, PfG6PD inh -9, MPTP block 0.8, hIAP activ 1.2, ATG4B inhibitor -4, GRIN3A LBD mod 0 and SENP8 block 0.
COc1ccc(OC)c(-c2cc(C(=O)N3CCOCC3)no2)c1 was read as SENP1 FRET inh 2, SENP6 block -13, PfG6PD inh -2, MPTP block -0.9, hIAP activ 1.1, ATG4B inhibitor -7, GRIN3A LBD mod 1 and SENP8 block -184.
CCCC(=O)N1CCN(c2ccc(NC(=O)c3cc4ccccc4o3)cc2Cl)CC1 was read as SENP1 FRET inh -2, SENP6 block 3, PfG6PD inh 98*, MPTP block 1.1, hIAP activ 0.92, ATG4B inhibitor -13, GRIN3A LBD mod -3 and SENP8 block 4.
`COc1ccc(CCNC(=O)c2oc3ccc(S(=O)(=O)N4CCOCC4)cc3c2C)cc1OC` gave SENP1 FRET inh 1, SENP6 block -13, PfG6PD inh -7, MPTP block -0.4, hIAP activ 1.1, ATG4B inhibitor -15, GRIN3A LBD mod -1 and SENP8 block 14.
`C/C(=N\Nc1ccc(F)cc1F)c1ccc(Br)s1` gave SENP1 FRET inh -2, SENP6 block -11, PfG6PD inh 8, MPTP block 4.1, hIAP activ 0.78, ATG4B inhibitor 2, GRIN3A LBD mod -9 and SENP8 block -4.

Sorted by count of non-hydrogen atoms (descending): some entries from above
Screening CN(C)/C=C(\C(=O)c1ccccc1)c1nnnn1-c1ccc(F)cc1 returned SENP1 FRET inh -1, SENP6 block -13, PfG6PD inh -9, MPTP block 0.8, hIAP activ 1.2, ATG4B inhibitor -4, GRIN3A LBD mod 0 and SENP8 block 0.
For CCCOC(=O)c1ccc(NC(=O)c2cnccn2)cc1 the results were SENP1 FRET inh -3, SENP6 block 3, PfG6PD inh -8, MPTP block -0.7, hIAP activ 0.91, ATG4B inhibitor -8, GRIN3A LBD mod -4 and SENP8 block -4.
`C/C(=N\Nc1ccc(F)cc1F)c1ccc(Br)s1` gave SENP1 FRET inh -2, SENP6 block -11, PfG6PD inh 8, MPTP block 4.1, hIAP activ 0.78, ATG4B inhibitor 2, GRIN3A LBD mod -9 and SENP8 block -4.
